Screens deposited in PubChem by National Center for Advancing Translational Sciences (NCATS).
KDM5B inh: blocks human KDM5B histone demethylase activity. Potency, µM (series often up to 57.7 µM), inactives show at the top dose activity change, negative = inhibition, hits mostly inhibitors. AID 1347165. KDM5B demethylase, FDH-coupled NADH fluorescence (FDH is formaldehyde dehydrogenase). 220,000 tested, 2.6% active. Q9UGL1; active = well fitted inhibition curve with a large enough effect; inconclusive = small, poorly fitted or top-dose-only effect; inactive = no such curve, though single readings can be large or run the other way; note: 0% is about no effect; nearly all actives have a fitted effect of over 70% in size
Target sequence (Q9UGL1 whole entry, looked up): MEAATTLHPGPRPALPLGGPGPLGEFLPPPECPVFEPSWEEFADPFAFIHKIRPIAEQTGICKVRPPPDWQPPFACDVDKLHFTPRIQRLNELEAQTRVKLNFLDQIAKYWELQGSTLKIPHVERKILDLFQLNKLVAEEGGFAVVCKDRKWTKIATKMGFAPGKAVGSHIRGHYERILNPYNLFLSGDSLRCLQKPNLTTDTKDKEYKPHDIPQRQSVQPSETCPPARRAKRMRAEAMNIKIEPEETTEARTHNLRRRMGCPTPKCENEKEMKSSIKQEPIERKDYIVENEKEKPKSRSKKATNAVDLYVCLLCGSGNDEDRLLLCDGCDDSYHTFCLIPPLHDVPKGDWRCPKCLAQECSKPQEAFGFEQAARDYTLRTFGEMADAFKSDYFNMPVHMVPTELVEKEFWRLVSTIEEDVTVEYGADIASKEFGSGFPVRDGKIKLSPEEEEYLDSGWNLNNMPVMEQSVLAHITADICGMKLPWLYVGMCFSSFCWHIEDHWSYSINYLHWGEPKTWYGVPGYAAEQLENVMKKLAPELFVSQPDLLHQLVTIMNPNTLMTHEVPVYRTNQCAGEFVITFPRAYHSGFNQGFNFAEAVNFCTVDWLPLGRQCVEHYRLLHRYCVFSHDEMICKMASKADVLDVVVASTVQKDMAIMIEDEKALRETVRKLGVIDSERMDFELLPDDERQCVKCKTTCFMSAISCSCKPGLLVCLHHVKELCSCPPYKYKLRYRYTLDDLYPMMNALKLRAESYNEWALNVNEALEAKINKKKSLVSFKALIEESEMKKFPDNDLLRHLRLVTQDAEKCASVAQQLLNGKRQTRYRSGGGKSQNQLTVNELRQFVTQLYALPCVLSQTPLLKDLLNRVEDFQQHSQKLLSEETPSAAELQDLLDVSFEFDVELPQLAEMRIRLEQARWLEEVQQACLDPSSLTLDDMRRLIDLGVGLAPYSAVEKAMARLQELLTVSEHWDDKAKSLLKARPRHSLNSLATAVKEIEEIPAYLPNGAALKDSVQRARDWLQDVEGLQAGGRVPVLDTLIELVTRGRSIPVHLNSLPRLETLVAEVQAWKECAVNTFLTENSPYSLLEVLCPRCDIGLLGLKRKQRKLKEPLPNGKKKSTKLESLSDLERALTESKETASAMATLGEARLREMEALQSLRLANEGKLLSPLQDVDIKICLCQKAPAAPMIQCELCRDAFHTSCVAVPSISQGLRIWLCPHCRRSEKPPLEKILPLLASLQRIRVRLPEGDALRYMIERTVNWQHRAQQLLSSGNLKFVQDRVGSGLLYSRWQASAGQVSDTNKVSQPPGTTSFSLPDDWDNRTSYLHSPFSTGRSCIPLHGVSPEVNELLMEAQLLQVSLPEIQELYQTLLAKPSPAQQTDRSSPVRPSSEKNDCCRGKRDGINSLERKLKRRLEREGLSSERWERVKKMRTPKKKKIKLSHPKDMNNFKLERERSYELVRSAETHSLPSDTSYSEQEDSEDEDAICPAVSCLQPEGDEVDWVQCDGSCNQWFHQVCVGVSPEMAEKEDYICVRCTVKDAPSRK
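KDM5BΔAP (200 nM final) in 50 mM HEPES pH 7.5, 0.01% Tween-20 was preincubated 10 min at RT with compound over a concentration range. Substrate mix (H3K4me3 12.5 µM, α-KG 25 µM, Fe²⁺, ascorbate, NAD⁺, FDH) was added, and NADH fluorescence change over 30 min gave dose-response curves.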
An asterisk follows results filed as active; i = inactive; ? = inconclusive; & = joins results of further samples; [ ] = dose if it differs, or a comment. Potency is the fitted concentration of half-maximal effect.

SMILES	KDM5B inh
Cc1ccc(N2CCN(C(C(=O)O)c3c[nH]c4ccc(OCc5ccccc5)cc34)CC2)c(C)c1 (stereo unspecified)	-1%
CCOc1ccc(OCC)c(NS(=O)(=O)c2ccc(-c3cc(C(F)(F)F)on3)s2)c1	-21%
CC(C)CCC(=O)Nc1cccc(S(=O)(=O)NC(C)(C)C)c1	11%
COc1ccccc1CNC[C@H]1O[C@H](Cc2cc(CN3CCOCC3)on2)CC[C@@H]1O	70%[activator][86.2 µM]
Cc1cc(C)c(NC(=O)C2CCN(C(=O)N3CCOc4ccccc43)CC2)c(C)c1	10%
Cc1ccccc1-n1cnnc1SCC(=O)Nc1ccc(S(=O)(=O)N2CCCCCC2)cc1	15%
COc1ccc(Cl)cc1NC(=O)CCc1ncc(-c2ccc(F)cc2)o1	6%
Cc1cc(OCC(=O)NC2CCc3ccccc32)ccc1C(C)C (stereo unspecified)	5%
C/C(=N\NC(=O)c1cccs1)c1c(O)cc(C)oc1=O	?
CCOCCOC1CCN(C(=O)c2n[nH]c3ccccc23)CC1	-12%
Cn1cnnc1CC1CCN(C(=O)C2CCCC2)C1 (stereo unspecified)	-22%
COc1ccc(C(C)(C)C)cc1NC(=O)c1ccc2c(c1)NC(=O)CS2	?
O=C(c1cccnc1)N1CC[C@H](c2nc3ccccc3s2)C1	34%[86.2 µM]
CCOc1ccc(-c2cc(C(=O)NCc3ccccc3Cl)c3ccccc3n2)cc1	?
O=C(O)c1cc(C2CC2)nc2c1c(C1CC1)nn2-c1ccc(F)cc1	6%
COc1ccc(C2C(C(=O)Nc3ccc(Cl)cc3)=C(C)Nc3nc(SCc4cccc(C)c4)nn32)cc1OC (stereo unspecified)	5%
COC(=O)CCCCCCCCC(O)CN(C)C (stereo unspecified)	17%
CC(C)(C)OC(=O)N1Cc2ccccc2C[C@H]1C(=O)NCC1CCCO1 (stereo partly specified)	19%
O=C1NC(=NC2CCCCC2)C2(CCN([S+](=O)([O-])c3cccc(C(F)(F)F)c3)CC2)N1c1cc(F)cc(F)c1	-5%[115 µM]
Cc1csc2c(N3CCN(C(=O)c4ccc(C(C)(C)C)cc4)CC3)ncnc12	-45%

Six structures already listed, ordered by SMILES length, ascending.
SMILES	KDM5B inh
Cc1cc(OCC(=O)NC2CCc3ccccc32)ccc1C(C)C (stereo unspecified)	5%
CC(C)CCC(=O)Nc1cccc(S(=O)(=O)NC(C)(C)C)c1	11%
O=C(O)c1cc(C2CC2)nc2c1c(C1CC1)nn2-c1ccc(F)cc1	6%
CC(C)(C)OC(=O)N1Cc2ccccc2C[C@H]1C(=O)NCC1CCCO1 (stereo partly specified)	19%
CCOc1ccc(-c2cc(C(=O)NCc3ccccc3Cl)c3ccccc3n2)cc1	?
Cc1ccc(N2CCN(C(C(=O)O)c3c[nH]c4ccc(OCc5ccccc5)cc34)CC2)c(C)c1 (stereo unspecified)	-1%

(continued)
SMILES	KDM5B inh
CCC1CCCCN1C(=O)c1c[nH]c2ccc(S(=O)(=O)Nc3cccc(OC)c3)cc2c1=O (stereo unspecified)	-16%
CNC(=O)NC(=O)C(C)Oc1ccc2ccc(=O)oc2c1 (stereo unspecified)	447%[activator]
CC1=C(C(=O)Nc2ccccc2)C(c2cccc(Cl)c2)n2nc(SCC(=O)c3ccc(C)cc3)nc2N1 (stereo unspecified)	-15%
C/C=C/Cn1c(SCC(=O)OCC)nc2c1c(=O)[nH]c(=O)n2C	3%
Cc1ccc(NC(=O)N2C[C@@H](F)C[C@H]2C(=O)N2CCCCC2)c(C)c1	-6%
COCCn1c(SCc2ccc(OC)c(F)c2)nnc1-c1ccc(Cl)cc1	-9%
Cc1ccc(C(=O)N2CCCN(C(=O)C3CC3)c3ccccc32)cn1	28%
Cc1c(Cl)ccc(S(=O)(=O)NCCO)c1Cl	0%
O=C(NCCCN1CCOCC1)c1c(OCC2CC2)cc(=O)n2c1CCCCC2	13%
O=C(Oc1cc(Cl)cc(Cl)c1)c1cnc2n(c1=O)CCS2	3%
COCCC(=O)N1CCCOCCNC(=O)[C@@H]2CCC[C@@H]21	-13%
O=C(c1ccc(Cn2ccn3nc4c(c3c2=O)CCCC4)cc1)N1CCN(c2ccccn2)CC1	-15%
O=C(C1CCOCC1)N1CCC(Oc2cccc(F)c2)C1 (stereo unspecified)	24%
CCN(C(=O)CSc1nc2n[nH]c(C)c2c(=N)n1-c1cccc(OC)c1)c1cccc(C)c1	?
CNC(=O)c1cc(S(=O)(=O)N[C@@H]2COCC[C@H]2O)ccc1OC	44%
CC1=NS(=O)(=O)N(Cc2ccccc2)C=C1C(=O)OCc1noc(-c2ccc(C)c(C)c2)n1	-5%
NCCO[C@H]1C[C@@H](O)C12CCN(Cc1ccc(OC(F)F)cc1)CC2	7%
COc1ccc(C(=O)Nc2ccc([C@H]3OCC(=O)N(Cc4ccncc4)[C@@H]3CO)cc2)cc1OC	-13%
C=CCNC(=O)COC(=O)c1cc(-c2ccc(Cl)s2)nc2ccccc12	47%[activator]
Cc1nc(-c2ccc(C#N)cc2)cs1	-18%&-9%
O=S(=O)(c1ccc(C2CCCCC2)cc1)N1CCN(c2ccc(Cl)c(Cl)c2)CC1	-9%
O=Cc1ccc(-c2cc(C(F)(F)F)ccc2Cl)o1	11%
CCn1cc(CNC(=O)Nc2ccc(Cl)c(Cl)c2)c(C)n1	14%
N#Cc1cccc(CNCc2cc(Br)cs2)c1	12%
CCOc1ccccc1NC(=O)C1CCCN1S(=O)(=O)c1ccc2nc(-c3ccccc3)[nH]c2c1 (stereo unspecified)	?
Cn1cnc(S(=O)(=O)N2CCC3(CC2)CC(CC(=O)N2CCCC2)CCO3)c1 (stereo unspecified)	13%
CCC(C)c1ccc(NC(=O)c2ccc(SC)cc2OC)cc1 (stereo unspecified)	1%
Cc1noc(C)c1-c1cc2c(cc(C)n2C)c(-c2cccnc2)n1	35µM*
Cc1ccc(C2=NC3(CCN(C(=O)Cc4ccc(Cl)cc4)CC3)ON2)cc1	-9%
CC(C)c1nnc(C2CN(C(=O)c3ccoc3)CC23CCOCC3)o1 (stereo unspecified)	18%
Cc1ccc(C(=O)CC2(O)C(=O)Nc3ccc(F)cc32)cc1 (stereo unspecified)	14%
CN(C)C[C@@H]1CN(c2ccncn2)C[C@H]1NC(=O)c1cnco1	?
N=C(N)c1ccc(N)cc1	14%
CCCCNC(C(=O)c1c[nH]c2c(CC)cccc12)c1ccccc1 (stereo unspecified)	-15%
Cc1ccc(N2CC(C(=O)NC(C)CCc3ccccc3)CC2=O)cc1 (stereo unspecified)	-7%
CN(C)S(=O)(=O)NCCC1CN(c2cnn(C)c(=O)c2)CCO1 (stereo unspecified)	16%
CN1C(=O)CCC2(CNC(=O)c3ccccc3)CCC=C12 (stereo unspecified)	-11%
CC(C)CCN1C(=O)N(CCCc2ccncc2)C(=O)C12CCN(CC1=CC[C@H]3C[C@@H]1C3(C)C)CC2	-15%
COc1cc(/C=C2\N=C(c3ccccc3)NNC2=O)cc(OC)c1OC	-2%
Cc1cccn2c(=O)c(/C=N/O)c(NCc3ccccc3)nc12	?
COCCCN1CC2(CCN(C(=O)C(=O)c3cccn3C)CC2)CC1=O	9%
COC(=O)CC1COc2ccccc2N1S(=O)(=O)c1ccc(OC)cc1 (stereo unspecified)	22%
C[C@H]1CCCN1C(=O)c1nnc(CNc2ccccc2Cl)n1-c1ccccc1	20%[86.2 µM]
O=C1CCN(S(=O)(=O)c2ccccc2)CCCN(C(=O)c2c[nH]c3ccccc23)CCN1	-8%
CC(C)NC(=O)Cn1ccc2cc(Cl)ccc21	4%
Cc1cc(C(=O)Nc2ccc3c(c2)CCC3)cs1	17%
Cc1ccsc1C(=O)NNC(=O)c1cccc(S(=O)(=O)N2CCCC2)c1	17%
CCOc1ccccc1C(=O)N1CCCCC1CCN1CCOCC1 (stereo unspecified)	-10%
Cn1ccnc1CN1CCN(c2nccc(-c3cccnc3)n2)CC1	1%
Cc1oc(-c2nc(C#N)c(N3CCN(C)CC3)o2)cc1S(=O)(=O)N(C)C	354%[activator]
CC(=O)N1CC(CO)C2(CCN(C(=O)c3nccc4ccccc34)CC2)C1 (stereo unspecified)	24%
O=S(=O)(c1ccccc1)N1CCN(c2ccc(N3CCCCCC3)nn2)CC1	?
CN(C)CCCn1c(N)c(C#N)c2nc3ccccc3nc21	i
C=CCNC(=O)c1ccnc2[nH]ccc12	126µM*
O=C(C[C@H]1NC(=O)c2ccccc2NC1=O)Nc1cccc(-c2ncn[nH]2)c1	25%
Cc1nc(CCNC(=O)CC2COCCN2C(=O)c2ccsc2)no1 (stereo unspecified)	10%
CN1C(=O)CC(C(=O)O)C12CCN(C(=O)CCc1cccnc1)CC2 (stereo unspecified)	48%
COc1cccc(NC(=O)C(=O)c2c(C)n(C)c3ccccc23)c1	-10%
Fc1ccc(Cc2noc(-c3nc(-c4ccc5c(c4)OCO5)no3)n2)cc1	?
Cc1ccc(N=Nc2c(O)[nH]c3ccc(F)cc23)cc1	5%
(listing goes on)
SMILES	KDM5B inh
CC(Sc1ncc(-c2ccc(F)cc2)o1)C(=O)N(C)Cc1ccccc1 (stereo unspecified)	9%
Cc1occc1C(=O)NC(C)c1cccc(Br)c1 (stereo unspecified)	23%
COc1ccc(Nc2nc(-c3ccc(OC)cc3)c(C)s2)cc1	2%
C=CCNC(=O)c1cnn(-c2ccc(C(F)(F)F)cn2)c1C(F)(F)F	23%
Cn1c(Cn2cccn2)nnc1C1CC(NC(=O)c2cnco2)C1 (stereo unspecified)	7%
CC1=C(C(=O)Nc2ccc(C)cc2C)C(c2cccs2)n2nc(SCc3ccccc3Cl)nc2N1 (stereo unspecified)	-17%
CC(C)NC(=O)c1cc(-c2ccc(Cl)c(Cl)c2)on1	0%
Cc1cc(C)c(C#N)c(Sc2ccc3c(c2)OCCCO3)n1	21%
Cn1ccnc1C(=O)N1CCCCCCn2c(nnc2-c2ccc(F)cc2)CC1	-23%
CCc1ccc(CNC(=O)c2cc3c(N4CCCC4)nc(C)cn3n2)cc1	25µM*
CC1(C)CC(NC(=O)CCc2ccsc2)CC(C)(C)N1	-16%
O=c1[nH]c(=O)n(-c2ccccc2)c2c1CN(C1CCCCC1)CN2	23%
CNCC(=O)N[C@H]1CCN2C(=O)c3cc(-c4cc(Cl)ccc4OC)ccc3NC(=O)[C@@H]2C1	?
COC(=O)C1CCN(C(=O)c2nn(C(C)C)c(=O)c3ccccc23)CC1	9%
O=C(NCCCN1CCCc2ccccc21)C1CCCCC(=O)N1Cc1ccccc1 (stereo unspecified)	-23%
O=C(c1ccon1)N(CC1CCN(Cc2ccccc2F)CC1)CC1CCCO1 (stereo unspecified)	15%
Cc1cc(=O)n(CC(=O)Nc2ccc(F)c(Cl)c2)c(N(C)Cc2ccccc2)n1	?
c1cc2c(cc1CN1CCCCC1)CNCCO2	25%
CC(Nc1ccc2oc(C(C)(C)C)nc2c1)C(=O)N1CCCC1 (stereo unspecified)	?
CCN1CCN(C(=O)c2cccs2)CC1	15%

Random excerpt: 5 records from the list, in no set order.
SMILES	KDM5B inh
Cc1cc(=O)n(CC(=O)Nc2ccc(F)c(Cl)c2)c(N(C)Cc2ccccc2)n1	?
CC(Nc1ccc2oc(C(C)(C)C)nc2c1)C(=O)N1CCCC1 (stereo unspecified)	?
Cc1cc(C)c(C#N)c(Sc2ccc3c(c2)OCCCO3)n1	21%
O=C(c1ccon1)N(CC1CCN(Cc2ccccc2F)CC1)CC1CCCO1 (stereo unspecified)	15%
CC1=C(C(=O)Nc2ccc(C)cc2C)C(c2cccs2)n2nc(SCc3ccccc3Cl)nc2N1 (stereo unspecified)	-17%

Some of these compounds in order of their number in KDM5B inh, falling:
SMILES	KDM5B inh
c1cc2c(cc1CN1CCCCC1)CNCCO2	25%
COC(=O)C1CCN(C(=O)c2nn(C(C)C)c(=O)c3ccccc23)CC1	9%
COc1ccc(Nc2nc(-c3ccc(OC)cc3)c(C)s2)cc1	2%

(listing goes on)
SMILES	KDM5B inh
CCc1ccc(S(=O)(=O)N2CCC(n3cnnc3C)CC2)cc1	21%
CCN(CC)c1ncnc2c1sc1nc3c(cc12)COC(C)(C)C3	-17%
CC(C)c1ccc(NC(=O)NCC(O)c2ccccc2F)cc1 (stereo unspecified)	-19%
COc1cc(NC(=O)CSc2ncnc3nc[nH]c23)cc(OC)c1	19%
CCNC(=O)NCCc1noc(-c2cccnc2)n1	1%
Cc1cccc(Cn2cc(S(=O)(=O)c3cccc(C)c3)c(=O)c3cc(F)c(N4CCOCC4)cc32)c1	-7%
Cc1ccc(-c2n[nH]c3c2C(c2cccc(O)c2)N(c2ccc(C(=O)O)cc2)C3=O)cc1 (stereo unspecified)	-15%
O=C1CCCc2nccc(-c3ccc(F)cc3)c21	9%
COc1ccc(C(=O)NC2CCN(c3cc(C(F)(F)F)nc(C)n3)CC2)cc1	13%
O=C(NCc1nc(-c2ccc(Cl)cc2)no1)c1cc2cc(Cl)ccc2o1	-2%
O=C(c1ccc2c(c1)CCN2S(=O)(=O)c1ccc(Cl)cc1)N1CCN(c2ccc(F)cc2)CC1	-10%
Cc1cc(C)c(S(=O)(=O)N2CCOC23CCN(C(=O)c2ccc(F)c(F)c2)CC3)c(C)c1	6%
CCc1ccc(OCC(=O)Nc2ccc3oc(-c4ccccc4F)nc3c2)c(-n2cnnc2)c1	?
COc1cccc(CCNC(=O)c2c(O)nc3c(C)cccn3c2=O)c1	-5%
Cc1nn(-c2ccccc2)c(OC(=O)c2ccccc2F)c1S(=O)(=O)c1ccccc1	?
Cc1ccc(Cl)cc1NC(=O)C(=O)NCCc1sc(-c2ccc(F)cc2)nc1C	12%
CCn1nccc1C(=O)NCCC1CCN(C(=O)Nc2cc(F)cc(F)c2)CC1	4%
Cc1ccc(C(=O)Nc2nc(C)c(C(=O)N(C)C)s2)o1	16%

Some of the compounds tested; count on the stated rates, not on these rows.
